High-throughput results (PubChem BioAssay)
SKBR3 24h inh = SK-BR-3 proliferation inhibitors, primary screen, cell-based, human, 24 h; SK-BR-3 viability, CellTiter-Glo ATP luminescence; hits give low values; AID 847, 2007; 41,000 tested, 0.47% active; viability, % at 10 µM;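 active = viability at or below the median of all test compounds minus 3 SD, in both replicates if run twice, cut at about 45% in these data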;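 also: 100% = median untreated cell wells and 0% = median positive control drug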
Numbers without * were called inactive. An excerpt. The share of hits here may be higher or lower than overall.

`CSc1nc2c(c(=O)[nH]1)C(c1ccncc1)C(C(=O)OC(C)C)=C(C)N2` (stereo not given) gave SKBR3 24h inh 83.0.
For CC(=O)c1cccc(NC(=O)CCOc2ccccc2)c1 the results were SKBR3 24h inh 82.5.
`CCOC(=O)c1cnc(Nc2nc3ccccc3o2)nc1CSc1ncccn1` gave SKBR3 24h inh 78.7.
`O=C1CCCC/C1=C\Nc1ccc(O)cc1` gave SKBR3 24h inh 115.9.
`CCCn1c2c(c(O)c(C(=O)Nc3ccc(C)cn3)c1=O)CCCC2` gave SKBR3 24h inh 86.1.
For O=C(CCCn1c(=O)[nH]c2cc(Cl)ccc2c1=O)NCC1CCCO1 (stereo not given) the results were SKBR3 24h inh 94.2.
COCCn1c(Cc2ccccc2)nnc1SCC(=O)NC(C)C was read as SKBR3 24h inh 97.3.
`CCOC(=O)c1cnn2c(N)c(C#N)nnc12` gave SKBR3 24h inh 97.5.
`O=C(NCCN1CCOCC1)c1nn2c(c1Cl)NC(c1ccccc1)CC2C(F)(F)F` (stereo not given) gave SKBR3 24h inh 88.1.
COc1ccc(Cl)cc1NC(=O)CSc1nnc(COc2ccccc2)n1C was read as SKBR3 24h inh 94.9.
CC(C)(C)OC(=O)NCCc1nnc(SCC(N)=O)o1 was read as SKBR3 24h inh 79.5.
Screening Cc1nc(NC(=O)c2oc3ccccc3c2C)sc1C(=O)N(C)C returned SKBR3 24h inh 83.2.
O=C(Nc1ccc2c(c1)OCCO2)c1ccc(S(=O)(=O)N2CCCCC2)cc1 was read as SKBR3 24h inh 114.3.
For CC(=O)c1cc(C(=O)Nc2ccccc2C(=O)O)oc1C the results were SKBR3 24h inh 112.4.
`Cc1ccc(-c2cc(-c3cccc(F)c3)n[nH]2)c(O)c1` gave SKBR3 24h inh 107.6.
For CCS(=O)(=O)Nc1ccc(C(=O)OC)cc1 the results were SKBR3 24h inh 95.5.
`CCOc1ccc2nc(NCCNC(=O)C3CC3)c(C)cc2c1` gave SKBR3 24h inh 77.0.
For Cn1c(=O)c2c(nc(-n3ccnc3)n2C)n(C)c1=O the results were SKBR3 24h inh 84.4.
`CC(C)C(=O)Nc1cccc(C(=O)NCc2ccc3c(c2)OCO3)c1` gave SKBR3 24h inh 76.8.
CCOc1ccc2nc(NC(=O)CN3CCC(n4nnc5cc(F)ccc54)CC3)sc2c1 was read as SKBR3 24h inh 101.5.
O=C(CCn1cnc2ccccc2c1=O)Nc1ccc(S(=O)(=O)N2CCCC2)cc1 was read as SKBR3 24h inh 85.7.
CCNc1nc(Oc2ccc(C(=O)OC)cc2)nc(N(C)C)n1 was read as SKBR3 24h inh 100.5.
For CCOC(=O)CSc1nnnn1-c1cccc2ccccc12 the results were SKBR3 24h inh 103.4.
`CN(C)c1nc2n(c(=S)n1)CCS2` gave SKBR3 24h inh 83.1.
`O=C1CC(c2ccc(F)cc2)Cc2nc(N3CCOCC3)ncc21` (stereo not given) gave SKBR3 24h inh 92.0.
CCc1c(O)nc(SCC(=O)Nc2ccc(OC)cc2)n(C2CCCCC2)c1=O was read as SKBR3 24h inh 133.2.
Screening COc1ccc(C(c2nnnn2Cc2cccs2)N2CCN(c3ccccc3F)CC2)cc1OC (stereo not given) returned SKBR3 24h inh 84.9.
CCOC(=O)c1ccccc1NC(=O)CSc1nc2c(c(=O)n(C)c(=O)n2C)n1C was read as SKBR3 24h inh 94.2.
Screening Cn1nnnc1SCC(=O)Nc1ccc(Oc2ccc(Cl)cc2)cc1 returned SKBR3 24h inh 90.4.
COc1ccc(C(=O)Nc2cc(OC)ccc2OC)cc1 was read as SKBR3 24h inh 78.9.

Molecules above containing a Cl atom (4):
For O=C(CCCn1c(=O)[nH]c2cc(Cl)ccc2c1=O)NCC1CCCO1 (stereo not given) the results were SKBR3 24h inh 94.2.
`O=C(NCCN1CCOCC1)c1nn2c(c1Cl)NC(c1ccccc1)CC2C(F)(F)F` (stereo not given) gave SKBR3 24h inh 88.1.
COc1ccc(Cl)cc1NC(=O)CSc1nnc(COc2ccccc2)n1C was read as SKBR3 24h inh 94.9.
Screening Cn1nnnc1SCC(=O)Nc1ccc(Oc2ccc(Cl)cc2)cc1 returned SKBR3 24h inh 90.4.

The list goes on.
CCCN1C2=NCCN2c2ccccc21 was read as SKBR3 24h inh 88.0.
Screening CCCn1c(-c2ccc(OC)cc2)nc2ccccc21 returned SKBR3 24h inh 80.4.
Screening Cc1cccc(NC(=O)CSc2nnc(-c3ccc(S(=O)(=O)N4CCCC4)cc3)o2)c1 returned SKBR3 24h inh 81.2.
Screening O=c1[nH]cnc2nc3n(c12)CCCCC3 returned SKBR3 24h inh 80.7.
CCN(CC)S(=O)(=O)c1cc(-c2nnc(-c3ccc(Br)cc3)o2)ccc1Cl was read as SKBR3 24h inh 99.5.
CCOC(=O)c1cnc2ccc(Br)cc2c1NCC(C)O (stereo not given) was read as SKBR3 24h inh 101.3.
For COc1ccc(NC(C)=O)cc1NC(=O)CSc1nnc(-c2ccncc2)n1C the results were SKBR3 24h inh 104.2.
`CCOc1cc(-c2noc(-c3ccncc3)n2)cc(Br)c1OC` gave SKBR3 24h inh 29.4*.
Screening Cc1ccc(-c2cc(C(=O)NCc3cccnc3)no2)cc1 returned SKBR3 24h inh 85.2.
COc1ccc(C2C(C(=O)NCCN3CCOCC3)c3ccccc3C(=O)N2C2CCCCC2)cc1 (stereo not given) was read as SKBR3 24h inh 92.6.
For Cn1nnnc1SCC(=O)N1CCc2ccccc2C1 the results were SKBR3 24h inh 96.6.
Screening Cc1nnc(SCc2ccc(Cl)cc2Cl)[nH]c1=O returned SKBR3 24h inh 97.0.
Screening O=c1cc(CO)oc(C(Nc2ccccn2)c2ccc(C(F)(F)F)cc2)c1O (stereo not given) returned SKBR3 24h inh 87.3.
COc1cccc(C(=O)Nc2ccc(-c3nnc(-c4ccco4)o3)cc2)c1 was read as SKBR3 24h inh 126.7.
`CCn1cc(Br)c(C(=O)Nc2ccc(OC)cc2)n1` gave SKBR3 24h inh 79.7.
Screening O=S(=O)(NC1CCCCC1NCc1ccco1)c1ccccc1 (stereo not given) returned SKBR3 24h inh 100.2.
Screening CC1(C)COCN1S(=O)(=O)c1ccc(C(=O)Nc2nnc(-c3ccc(Cl)s3)o2)cc1 returned SKBR3 24h inh 109.8.
`CCc1nnc(NC(=O)c2ccc(S(=O)(=O)NCC(C)C)cc2)s1` gave SKBR3 24h inh 87.2.
For COc1ccccc1-n1c(N)c(C(=O)NCC2CCCO2)c2nc3ccccc3nc21 (stereo not given) the results were SKBR3 24h inh 75.6.
O=C(Nc1nnc(C2CCCC2)s1)C1CCN(S(=O)(=O)c2ccc(Cl)cc2)CC1 was read as SKBR3 24h inh 95.5.
CC12CCCCC1(O)[N+](=O)C1=C(CCCC1)N2[O-] (stereo not given) was read as SKBR3 24h inh 63.9.
CC(C)(C)C1CCc2c(sc(N)c2C(N)=O)C1 (stereo not given) was read as SKBR3 24h inh 98.7.
`Cc1ccc2oc(-c3ccccc3C(=O)O)cc(=O)c2c1` gave SKBR3 24h inh 114.7.
Screening Cc1cc(=O)n(-c2ccc(O)cc2)[nH]1 returned SKBR3 24h inh 103.7.
`COc1ccc(Cl)cc1-c1nc(-c2ccncc2)no1` gave SKBR3 24h inh 92.4.
For O=C(c1cccc(F)c1)N1CCN(S(=O)(=O)c2ccc(C(F)(F)F)cc2)CC1 the results were SKBR3 24h inh 62.5.
For O=C(CN1C(=O)C2C3c4ccccc4C(c4ccccc43)C2C1=O)N1CCOCC1 (stereo not given) the results were SKBR3 24h inh 87.9.
Screening CCOC(=O)N1CCN(C(=O)CCc2nc3sc4c(c3c(=O)[nH]2)CCCC4)CC1 returned SKBR3 24h inh 84.2.
For CCc1nnc(NC(=O)CCC(=O)N2CCN(Cc3ccc(Cl)cc3)CC2)s1 the results were SKBR3 24h inh 74.2.
Screening Cc1cc(NC(=O)c2noc3c2CCCCC3)no1 returned SKBR3 24h inh 71.0.

In the list so far, these contain bromine.
CCN(CC)S(=O)(=O)c1cc(-c2nnc(-c3ccc(Br)cc3)o2)ccc1Cl was read as SKBR3 24h inh 99.5.
CCOC(=O)c1cnc2ccc(Br)cc2c1NCC(C)O (stereo not given) was read as SKBR3 24h inh 101.3.
`CCOc1cc(-c2noc(-c3ccncc3)n2)cc(Br)c1OC` gave SKBR3 24h inh 29.4*.
`CCn1cc(Br)c(C(=O)Nc2ccc(OC)cc2)n1` gave SKBR3 24h inh 79.7.

More entries follow.
For Cn1c(COc2ccccc2)nnc1SCCSc1nnc(COc2ccccc2)n1C the results were SKBR3 24h inh 75.0.
Screening CN(C)c1ccc(NC(=O)Cn2c(=O)n(Cc3ccccc3)c(=O)c3ccccc32)cc1 returned SKBR3 24h inh 73.6.
`O=C1CN(C(=O)c2ccco2)C(c2ccccc2)c2cc(Cl)ccc2N1` (stereo not given) gave SKBR3 24h inh 72.9.
`CCOC(=O)COc1ccc2c3c(c(=O)oc2c1C)CCC3` gave SKBR3 24h inh 99.4.
`O=C(Nc1nccs1)c1ccc(Cl)c(S(=O)(=O)N2CCOCC2)c1` gave SKBR3 24h inh 84.1.
Screening CC1(C)Cc2c(sc3nc(-c4cc5ccccc5o4)n(N)c(=O)c23)CO1 returned SKBR3 24h inh 83.7.
Screening CC(C)OC(=O)CSc1nnc2n1C(C)(C)Cc1ccccc1-2 returned SKBR3 24h inh 98.4.
Screening COCCn1c(-c2cc(OC)c(OC)c(OC)c2)nc2nc3ccccc3nc21 returned SKBR3 24h inh 88.3.
CCn1c(Cc2ccccc2)nnc1SCC(=O)Nc1ccc(N2CCOCC2)c(Cl)c1 was read as SKBR3 24h inh 98.2.
Screening CCOC(=O)N1CCC(N2Cc3cccc(C(=O)NCc4ccccc4OC)c3C2=O)CC1 returned SKBR3 24h inh 65.5.
CCOC(=O)c1c(O)c2c(n(Cc3ccco3)c1=O)CCCC2 was read as SKBR3 24h inh 78.5.
COC(=O)c1cnn2c(C(F)(F)F)cc(-c3ccc(F)cc3)nc12 was read as SKBR3 24h inh 120.8.
For Cn1c(=O)[nH]c(=O)c2c1nc1n2CCCN1CCc1ccccc1 the results were SKBR3 24h inh 77.6.
For O=C(O)c1cc(NCc2ccccc2C(F)(F)F)ccc1N1CCOCC1 the results were SKBR3 24h inh 91.5.
Screening Cc1ccc(S(=O)(=O)N2CCCC2C(=O)NCCc2nc3ccccc3[nH]2)cc1 (stereo not given) returned SKBR3 24h inh 90.7.

Gathered by group: the compounds so far with a tert-butyl group (2)
CC(C)(C)OC(=O)NCCc1nnc(SCC(N)=O)o1 was read as SKBR3 24h inh 79.5.
CC(C)(C)C1CCc2c(sc(N)c2C(N)=O)C1 (stereo not given) was read as SKBR3 24h inh 98.7.

Further entries follow:
O=C(Nc1cccc(C(F)(F)F)c1)c1cccnc1N1CCN(CCO)CC1 was read as SKBR3 24h inh 85.1.
Screening COc1ccc(-n2ncc3c(NCc4ccco4)ncnc32)cc1 returned SKBR3 24h inh 120.6.
CN(C)C(=O)c1ccc(NC(=O)c2cncc(Br)c2)cc1 was read as SKBR3 24h inh 92.7.
Cc1ccc(SCc2[nH]nc3c2C2(C(=O)N(C)c4ccccc42)C(C#N)=C(N)O3)cc1 (stereo not given) was read as SKBR3 24h inh 94.3.
`CCOC(=O)CSc1nc2cccnc2n1-c1ccc(F)cc1` gave SKBR3 24h inh 105.2.
`O=C1OC2(CCCCC2)OC(=O)C1=CNc1ccc2c(c1)OCO2` gave SKBR3 24h inh 107.8.
Screening CCn1c(C)cc(=S)c2ccccc21 returned SKBR3 24h inh 85.5.
Cn1c(C(=O)NCCCN2CCCC2=O)cc2c(=O)n3ccccc3nc21 was read as SKBR3 24h inh 101.9.
`O=C(Cc1c(O)c2ccccc2[nH]c1=O)NCc1cccc(F)c1` gave SKBR3 24h inh 93.6.
Screening COCC(=O)NCc1nc2ccccc2[nH]1 returned SKBR3 24h inh 97.1.
CCOC(=O)c1cnn(-c2nc(-c3ccccc3)nc3c2COC(C)(C)C3)c1N was read as SKBR3 24h inh 75.7.
Screening CCOC(=O)N1CCC(NC(=O)c2cc(C(=O)Nc3ccc(OCC)cc3)ccc2CO)CC1 returned SKBR3 24h inh 92.5.
Screening CN1C[N+]([O-])=C(c2ccccc2)C1(C)C returned SKBR3 24h inh 99.1.
O=C(Cc1c(F)cccc1Cl)N1CCCC1 was read as SKBR3 24h inh 85.9.
CC1CCCCN1C(=O)C12CCC(C)(/C(=N/O)C1)C2(C)C (stereo not given) was read as SKBR3 24h inh 80.6.
`CC(NC(=O)c1cccnc1)C(=O)N1CCCCC1` (stereo not given) gave SKBR3 24h inh 75.6.
For CCN(CC)CCN1C(=O)C(=O)/C(=C(/O)c2ccc(F)cc2)C1c1cccnc1 (stereo not given) the results were SKBR3 24h inh 90.0.
CCOC(=O)COc1ccc(CCNC(C)=O)cc1 was read as SKBR3 24h inh 88.3.
CCN(CC)C(=O)N1CCC(NC(=O)Cc2ccccc2)CC1 was read as SKBR3 24h inh 93.7.
Screening Fc1ccc(-n2cnnn2)c(F)c1 returned SKBR3 24h inh 88.1.
CNC(=O)OC(C)CNS(=O)(=O)c1ccc(C)cc1 (stereo not given) was read as SKBR3 24h inh 93.1.
For CC1CCN(CCNC(=O)c2ccc(NC(=O)C3CCCO3)cc2)CC1 (stereo not given) the results were SKBR3 24h inh 91.3.
For O=C(CN1CCC(C(=O)c2ccc3c(c2)OCCO3)CC1)NC1CCCC1 the results were SKBR3 24h inh 88.2.
Screening COc1ccc(-c2nnc(SCCC(=O)O)n2C)cc1OC returned SKBR3 24h inh 85.2.
C=CCN(CC=C)C(=O)CN1C(=O)c2ccccc2C1=O was read as SKBR3 24h inh 95.5.
`CCCCn1nnnc1NCc1ccc(OC)c(OC)c1` gave SKBR3 24h inh 78.6.
For c1ccc(CSc2nnnn2-c2cccc3ccccc23)nc1 the results were SKBR3 24h inh 106.1.
CCCOc1ccc2c(C)c(CC(=O)OC)c(=O)oc2c1 was read as SKBR3 24h inh 92.2.
O=C(CCCc1nc(-c2ccccc2)no1)N1CCOCC1 was read as SKBR3 24h inh 98.5.
